TEAD-YAP block – TEAD-YAP interaction inhibition; actives 1.4% (n = 640,000); AID 1259422; inhibition, % at 9.12 µM; HEK-TIYL cells, TEAD-Gal4/YAP UAS-luciferase luminescence; in the data active = inhibition above about 32%;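 note: 0% = median of test compound wells and 100% = reference inhibitor wells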
GPR151 activ – human GPR151 activation; Q8TDV0; PathHunter beta-arrestin GPR151 cells, luminescence; activation, % at 11.2 µM; actives 1% (n = 650,000); AID 1508602; in the data active = activation above about 4.9%;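 note: 0% = median of compound wells and 100% = cells with positive control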
Target sequence (Q8TDV0 whole entry, looked up): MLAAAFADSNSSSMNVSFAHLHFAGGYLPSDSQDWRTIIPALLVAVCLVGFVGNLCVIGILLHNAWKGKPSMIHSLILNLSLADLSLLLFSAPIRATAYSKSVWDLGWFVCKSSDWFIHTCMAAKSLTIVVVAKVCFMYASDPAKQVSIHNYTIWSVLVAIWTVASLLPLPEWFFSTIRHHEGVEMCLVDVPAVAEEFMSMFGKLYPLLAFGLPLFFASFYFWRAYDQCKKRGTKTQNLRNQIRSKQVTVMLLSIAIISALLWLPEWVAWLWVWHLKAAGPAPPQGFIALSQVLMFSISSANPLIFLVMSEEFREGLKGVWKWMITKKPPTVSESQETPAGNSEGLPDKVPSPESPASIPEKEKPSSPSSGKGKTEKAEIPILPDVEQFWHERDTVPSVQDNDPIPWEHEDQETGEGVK
FBW7 act – activators of human E3 ligase FBW7. actives 0.13% (n = 650,000). normalized activity (activation), % at 26.1 µM. AID 1259310. Q969H0. AlphaScreen FBW7–phospho-cyclin E peptide binding, activator screen; in the data active = normalized activity above about 1.9%;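 note: purified mutant Fbw7 with reduced substrate affinity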
Target sequence (Q969H0 whole entry, looked up): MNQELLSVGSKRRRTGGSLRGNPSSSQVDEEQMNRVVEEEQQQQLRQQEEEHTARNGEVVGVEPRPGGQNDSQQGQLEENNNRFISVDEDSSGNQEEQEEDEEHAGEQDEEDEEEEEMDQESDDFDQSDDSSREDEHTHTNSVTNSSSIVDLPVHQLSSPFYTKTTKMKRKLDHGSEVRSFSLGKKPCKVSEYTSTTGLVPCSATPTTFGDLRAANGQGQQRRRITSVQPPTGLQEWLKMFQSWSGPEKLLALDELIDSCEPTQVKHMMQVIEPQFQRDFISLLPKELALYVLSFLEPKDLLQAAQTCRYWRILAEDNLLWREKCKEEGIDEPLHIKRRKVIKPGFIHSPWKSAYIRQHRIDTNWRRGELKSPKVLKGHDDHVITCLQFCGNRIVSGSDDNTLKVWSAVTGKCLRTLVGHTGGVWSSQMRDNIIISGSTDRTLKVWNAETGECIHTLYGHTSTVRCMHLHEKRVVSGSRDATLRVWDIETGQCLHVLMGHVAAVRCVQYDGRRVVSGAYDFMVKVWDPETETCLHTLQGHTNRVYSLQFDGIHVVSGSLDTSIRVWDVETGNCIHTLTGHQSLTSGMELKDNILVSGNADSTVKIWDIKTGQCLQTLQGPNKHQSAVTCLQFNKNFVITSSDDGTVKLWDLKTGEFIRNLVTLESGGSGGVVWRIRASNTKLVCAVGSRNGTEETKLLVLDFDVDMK
MITF inh – blocks human microphthalmia-associated transcription factor. O75030. AlphaScreen MITF homodimerization, bead proximity signal. inhibition, % at 2.6 µM. actives 0.91% (n = 650,000). AID 1259374; in the data active = inhibition above about 50%;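 note: 0% = vehicle wells with protein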
* = called active by the depositor.

The line under a structure holds: TEAD-YAP block	GPR151 activ	FBW7 act	MITF inh
> S=c1[nH]n2c(-c3ccccc3)nnc2n1-c1ccccc1
    -10.8	2.1	0.0	-4.2
> CCS(=O)(=O)Nc1ccc(Cc2ccc(NS(=O)(=O)CC)cc2)cc1
    6.6	-0.2	-0.2	0.5
> COc1ccc(NC(=O)c2ccc(COCC(F)(F)C(F)F)cc2)cc1OC
    0.8	0.2	-0.3	5.4
> COc1ccc(N2CCN(C(=O)c3ccc(Sc4cccc(Cl)c4)c([N+](=O)[O-])c3)CC2)cc1
    4.4	0.5	0.0	-1.2
> O=C1N[C@@H](Cc2cnc[nH]2)C(=O)N2CCN(C(=O)c3ccc(OC(F)(F)F)cc3)C[C@H]12
    1.5	-1.1	-0.2	-1.2
> COc1ccccc1NC(=O)CCNC(=O)Cn1cnc2sc3c(c2c1=O)CCCC3
    -7.0	1.0	-0.1	-7.9
> Cc1ccc(NC(=O)CC(C)S(=O)(=O)c2ccc3c(c2)SC(C)C(=O)N3)c(C)c1 (stereo unspecified)
    7.2	1.6	0.0	6.4
> COCCNC(=O)c1cc(-c2ccc(OC)cc2)nc2ccccc12
    -7.0	-1.1	0.2	10.2
> CC(O)CNc1ncnc2c1cnn2C (stereo unspecified)
    -3.9	-0.9	0.0	6.3
> O=C(CN1CC(=O)N2CCCC2C1=O)NCc1ccc(F)cc1 (stereo unspecified)
    -7.3	-0.8	-0.1	-2.3

Additional records.
The line under a structure holds: TEAD-YAP block	GPR151 activ	FBW7 act	MITF inh
> Cc1ccc(NC(=O)C(F)(F)F)c(C(=O)NCc2cccs2)c1
    3.3	-0.3	0.4	11.2
> CC(C)(C)c1ccc(C(CC(=O)O)NC(=O)c2ccc(F)cc2)cc1 (stereo unspecified)
    -4.1	-0.9	0.1	-20.6
> CCCCOC(=O)c1cccc(NC(=O)c2c(Cl)ccc(Cl)c2OC)c1
    7.1	2.9	0.0	5.1
> COc1ccc(Nc2ncnc3sc4c(c23)CCC4)cc1O
    37.0*	-1.1	-0.1	5.4
> COc1ccc(S(=O)(=O)Nc2c(C)cc(O)c(S(=O)(=O)c3ccccc3)c2C)cc1
    -3.4	-0.3	0.0	2.3
> CCOc1ccc(C(=O)Nc2ccc3c4c(cccc24)C(=O)N3CC)cc1
    3.3	-0.7	0.4	11.5
> O=c1c2c([nH]c(=S)n1Cc1ccccc1)-c1ccccc1CC21CCCCC1
    0.7	-1.0	0.3	4.2
> OCCNc1nc(C2CC2)nc2c1nnn2Cc1ccccc1Cl
    8.7	0.6	0.5	-1.4
> CC(C)Nc1ncnc2c1nnn2Cc1ccccc1
    -7.2	0.4	0.3	9.1
> COc1cc(OC)c(C(=O)NC2CCCCCC2)cc1OC
    -7.7	2.4	0.0	1.7

Next entries
The line under a structure holds: TEAD-YAP block	GPR151 activ	FBW7 act	MITF inh
> CC(CNc1ccc(Cl)cc1[N+](=O)[O-])Oc1nonc1-c1ccccc1 (stereo unspecified)
    3.5	0.3	-0.1	8.2
> CCCCOC(=O)C1=C(C)NC2=C(C(=O)CC(C)(C)C2)C1c1ccc(OC)cc1OC (stereo unspecified)
    5.7	-0.3	0.2	4.0
> Cc1ccccc1C(NC(=O)C1CCN(C(=O)c2ccco2)CC1)c1ncccc1C (stereo unspecified)
    11.4	1.2	0.5	16.4
> COc1cccc(-n2cc(C(=O)N3CCN(c4ccccc4)CC3)c3ccccc3c2=O)c1
    -6.5	-0.8	0.0	6.8
> Cc1cc(N(C)C)nc(NCCNC(=O)Nc2ccccc2F)n1
    10.5	-0.9	0.3	7.0
> OC(c1ccc2c(c1)CN(Cc1cccc3nccnc13)CCO2)c1ccccn1 (stereo unspecified)
    3.9	-0.4	0.4	12.5
> CCc1ccc(C(=O)CC2OC(=O)c3c2ccc(OC)c3OC)cc1 (stereo unspecified)
    -1.5	-1.0	-0.1	3.0
> CCC(NS(=O)(=O)c1ccc(C)cc1)C(=O)NCCc1ccc(OC)c(OC)c1 (stereo unspecified)
    -2.6	0.0	0.1	3.6
> O=C(O)c1ccc2c(c1)N(Cc1ccccc1F)C(=O)CS2
    -6.6	-0.8	-0.2	-7.0
> COc1cccc(/C=N/NC(=O)c2c(C)nnn2-c2nonc2N)c1
    2.0	-1.6	0.1	11.7

Following part:
The line under a structure holds: TEAD-YAP block	GPR151 activ	FBW7 act	MITF inh
> O=C(Cc1ccc(Cl)cc1)Nc1ccccc1I
    -3.4	2.3	0.0	-11.0
> O=C(CSc1nc2cc3c(cc2c(=O)n1Cc1ccco1)OCO3)N1CCN(c2ccccc2)CC1
    3.6	-1.2	0.0	-1.0
> N=C1C(c2ccccc2)=C(O)CN1c1cccc(S(=O)(=O)N2CCOCC2)c1
    1.7	2.6	0.6	7.1
> CCOC(=O)CNC(=O)Cn1cnc2c(nnn2-c2ccc(C)cc2)c1=O
    -10.1	1.5	-0.1	-3.1
> COc1ccccc1C1CC(c2ccccc2OC(F)F)Nc2ncnn21 (stereo unspecified)
    -5.5	2.7	0.3	17.2
> N#Cc1cccc(-n2nnnc2-c2ccccn2)c1
    -3.4	-0.5	-0.1	-13.7
> O=C(Cn1cnc2sc3c(c2c1=O)CCCC3)Oc1ccccc1
    -6.5	-0.1	-0.1	3.4
> CCN(Cc1ccccc1)S(=O)(=O)c1ccc(F)c(C(=O)Nc2ccc(Cl)c(Cl)c2)c1
    3.1	-1.0	0.0	0.0
> COc1ccc(-c2nc3cc(NC(=O)COc4cc(C)cc(C)c4)ccc3o2)cc1Cl
    -5.5	-1.9	1.0	8.9
> CCc1c(C)sc(NC(=O)c2ccccc2[N+](=O)[O-])c1C(N)=O
    -1.0	3.5	-0.1	9.8

The results go on.
The line under a structure holds: TEAD-YAP block	GPR151 activ	FBW7 act	MITF inh
> COc1cccc(C(=O)Nc2ccc(NC(=O)C3C4C=CC(C4)C3C(=O)O)cc2)c1 (stereo unspecified)
    -31.6	-3.5	-0.1	-8.7
> CC1(C)CC(=O)C(Sc2ccccc2[N+](=O)[O-])C(=O)C1
    -0.2	0.9	0.7	6.2
> CCOc1cc(CN2CCN(c3ccc([N+](=O)[O-])cc3)CC2)ccc1O
    -0.4	0.4	0.0	47.1
> Brc1ccc(-n2cc(-c3ccccc3)c3c(NCCC(c4ccccc4)c4ccccc4)ncnc32)cc1
    -3.8	-0.3	-0.1	3.4
> O=C(Nc1ccc(Cl)cn1)C1CCCN1S(=O)(=O)c1cccc2nsnc12 (stereo unspecified)
    -2.8	0.5	0.3	11.3
> Cc1ccc(N2C(=O)NC(=O)/C(=C/c3ccco3)C2=O)cc1Cl
    3.4	-0.3	0.2	47.9
> CSc1cccc(CN2CCN(CC=C(C)C)C(CCO)C2)c1 (stereo unspecified)
    6.5	1.3	-0.1	-1.0
> Cn1cnc([N+](=O)[O-])c1SCCC#N
    -9.0	-0.4	-0.4	-8.7
> O=C1CC(c2ccccc2)=NN1c1nc2ccccc2s1
    -22.2	-0.5	-0.1	-3.2
> Cc1ccc(CN2CCc3nnc(CCNC(=O)c4ccoc4)n3CC2)cc1C
    -3.3	1.5	0.1	20.6

5 entries drawn at random from those above, as already listed:
The line under a structure holds: TEAD-YAP block	GPR151 activ	FBW7 act	MITF inh
> O=c1c2c([nH]c(=S)n1Cc1ccccc1)-c1ccccc1CC21CCCCC1
    0.7	-1.0	0.3	4.2
> O=C(CN1CC(=O)N2CCCC2C1=O)NCc1ccc(F)cc1 (stereo unspecified)
    -7.3	-0.8	-0.1	-2.3
> COCCNC(=O)c1cc(-c2ccc(OC)cc2)nc2ccccc12
    -7.0	-1.1	0.2	10.2
> Cc1ccc(CN2CCc3nnc(CCNC(=O)c4ccoc4)n3CC2)cc1C
    -3.3	1.5	0.1	20.6
> COc1ccc(Nc2ncnc3sc4c(c23)CCC4)cc1O
    37.0*	-1.1	-0.1	5.4

The results go on:
The line under a structure holds: TEAD-YAP block	GPR151 activ	FBW7 act	MITF inh
> Cc1ccc(C)c(C(=O)CCC(=O)Nc2cccnc2)c1
    -1.0	-1.3	-0.1	-7.1
> COC(=O)c1ccccc1N=C/C(C(=O)C(F)(F)F)=C(\O)c1ccco1
    -21.0	-1.8	0.1	-3.4
> O=C1OC(c2cccs2)=N/C1=C/c1ccc(OC(F)F)cc1
    -10.4	0.9	0.4	11.0
> CC(C)(C)NC(=O)NCCc1c[nH]c2ccccc12
    -14.2	0.2	0.0	3.5
> O=c1[nH]c(CSc2nnc(Nc3ccccc3F)s2)nc2ccccc12
    -1.3	7.2*	0.1	-19.3
> O=C(c1ccc(Br)cc1)c1coc2ccccc2c1=O
    -1.5	2.5	0.8	-10.2
> CC(C)c1ccccc1NC(=O)CN1C(=O)CCC1=O
    5.9	-0.6	-0.2	-11.2
> COc1cccc(CN2CCc3nnc(CCNC(=O)C4CCC4)n3CC2)c1
    2.5	0.5	-0.1	-4.2
> CC(=O)N1N=C(c2c(-c3ccccc3)c3cc(Br)ccc3[nH]c2=O)CC1c1ccc(F)cc1 (stereo unspecified)
    3.3	0.2	0.0	14.3
> CC1CC(C)C(O)=C(C(CC2CC(=O)NC(=O)C2)=Nc2ccccc2)C1=O (stereo unspecified)
    -5.7	-0.7	0.0	5.7

Following part:
The line under a structure holds: TEAD-YAP block	GPR151 activ	FBW7 act	MITF inh
> O=C(Cc1ccc(F)cc1)Nc1cccc(-c2ccn[nH]2)c1
    -8.6	1.7	0.1	2.9
> CN(C)CCNC(=O)Cn1nc(-c2ccc(Cl)cc2)ccc1=O
    8.8	-0.6	-0.1	11.9
> CC(C)(C)n1nc2c(c1NC(=O)c1cc(Br)ccc1Cl)CS(=O)C2 (stereo unspecified)
    -3.6	0.4	0.0	-15.2
> Cc1ccc(Cn2c(SCC(=O)Nc3ccc(C)c(Cl)c3)nc3ccsc3c2=O)cc1
    11.0	1.1	-0.1	3.9
> COc1ccc(NC(=O)c2cnn3c(C(F)(F)F)cc(-c4ccc(OC)c(OC)c4)nc23)cc1OC
    -14.6	0.9	-0.1	12.8
> O=C(Nc1ccc2[nH]ncc2c1)C1CCN(C(=O)NCc2ccc(Cl)cc2)C1 (stereo unspecified)
    9.5	-1.7	0.2	-5.8
> Cc1cc(C)c(NC(=O)CS(=O)CC(=O)NCCCc2ccccc2)c(C)c1 (stereo unspecified)
    1.9	2.2	0.1	0.5
> COc1cccc(C2C3=C(CC(c4ccc(F)cc4)CC3=O)Nc3ccccc3N2C(=O)c2ccccc2)c1 (stereo unspecified)
    -1.5	-0.1	-0.1	-2.1
> O=C(NCc1ccc(Cl)cc1)c1cc(-c2cccc(O)c2)on1
    10.5	1.0	0.1	6.2
> CC(=O)N1CCC(N(C2CC2)S(=O)(=O)c2ccc(C)cc2)CC1
    -9.7	0.9	0.1	9.1

New compounds follow.
The line under a structure holds: TEAD-YAP block	GPR151 activ	FBW7 act	MITF inh
> CCCCOc1ccc(-c2nc(C=Nc3ccc(C)cc3)c(O)o2)cc1
    -0.3	-0.5	0.0	6.6
> O=C(N1CCC(O)(c2cccnc2)CC1)C12CC3CC(CC(C3)C1)C2
    0.4	-0.7	1.0	13.7
> COc1ccccc1Cn1c(=S)[nH]c2cc(C(=O)N3CCN(c4ccccc4)CC3)ccc2c1=O
    -2.8	-1.5	-0.1	3.7
> CC(=O)Nc1cccc(C(=O)OCc2cc(=O)oc3ccc4ccccc4c23)c1
    -5.0	-1.2	0.1	-2.9
> CC(=O)N1CC(C)Sc2cc(S(=O)(=O)N3CCN(Cc4ccccc4)CC3)ccc21 (stereo unspecified)
    48.7*	-0.4	0.1	13.7
> O=C(NCc1cccnc1)c1cccn2c(=O)c3cc4ccccc4cc3nc12
    -23.5	-0.7	0.8	0.0
> COC(=O)c1ccccc1NC(=O)c1ccc(N2CC3CC(C2)c2cccc(=O)n2C3)c(NC(=O)c2cc(OC)c(OC)c(OC)c2)c1 (stereo unspecified)
    -7.7	-1.5	0.7	7.0
> Cc1nc(N2CCCCC2C)c2c(C)c(C(=O)N(C)C3CCCCC3)sc2n1 (stereo unspecified)
    -5.8	1.7	0.0	-8.8
> CC(C)n1cnc2c(NCCCN3CCCC3=O)nc(Nc3ccccc3)nc21
    12.5	-0.3	-0.1	-0.9
> COc1ccc(OC)c(C(=O)COC(=O)/C(C#N)=C/c2ccc(N(C)C)cc2)c1
    -2.8	0.4	0.0	6.6

(list continues)
The line under a structure holds: TEAD-YAP block	GPR151 activ	FBW7 act	MITF inh
> COc1ccc(C2=N/C(=C\c3cccc(OC)c3OC)C(=O)O2)c(Br)c1
    -5.8	0.6	0.0	-2.6
> CCCCCC(=O)N/N=C/c1cc([N+](=O)[O-])ccc1O
    3.7	-0.1	-0.5	2.9
> Cc1ccc2c(c1)-c1c(ssc1=S)C(C)(C)N2C(=O)c1cccc([N+](=O)[O-])c1
    11.9	0.0	-1.1	23.0
> Cc1ccc(NC(=O)C(=O)c2c(O)[nH]c3ccccc23)cc1Cl
    2.3	0.7	0.3	2.3
> CC(C)NC(=O)C(=O)NC1CCCCCC1
    -0.3	-1.1	0.2	12.9
> CCCCC(=O)N1c2cc(C)ccc2C2=C(SC(C(=O)OC)=C(C(=O)OC)C23SC(C(=O)OC)=C(C(=O)OC)S3)C1(C)C
    -11.7	1.3	-0.4	-3.9
> Cc1cc(O)c(C)c(O)c1/C=N/NC(=O)CNC(=O)c1ccco1
    -11.0	-0.8	0.0	-0.7
> O=S(=O)(c1ccccc1C(F)(F)F)N1CCN(c2nc3ccccc3s2)CC1
    1.8	-0.8	-0.4	-6.6
> Cc1ccc(CCNC(=O)c2cc(=O)[nH]c3ccccc23)cc1
    -1.1	-0.5	0.1	-5.4
> Fc1ccc2nc3n(c2c1F)CCCCCC3
    -9.3	1.3	0.0	-16.4
> CCCOC(=O)C1=C(C)NC2=C(C(=O)CCC2)C1c1cc(Br)c(O)c(OC)c1 (stereo unspecified)
    7.3	0.1	0.0	8.7

Screens: PubChem BioAssay, The Scripps Research Institute Molecular Screening Center
